# From PubChem
# TRHR enhancer: qHTS for Small Molecule Agonists and Allosteric Enhancers of Human TRH Receptor: Primary Screen for Enhancers | Thyrotropin-releasing hormone receptor (Homo sapiens), P34981 | enhancement, % at 2 µM | 360,000 compounds, 0.66% hits | AID 493056, 2011 | TRHR cells, fluo-8 calcium fluorescence, EC20 TRH enhancement; in the data active means enhancement above about 30%; further: 0% is about no effect
# Target sequence (P34981 whole entry, looked up): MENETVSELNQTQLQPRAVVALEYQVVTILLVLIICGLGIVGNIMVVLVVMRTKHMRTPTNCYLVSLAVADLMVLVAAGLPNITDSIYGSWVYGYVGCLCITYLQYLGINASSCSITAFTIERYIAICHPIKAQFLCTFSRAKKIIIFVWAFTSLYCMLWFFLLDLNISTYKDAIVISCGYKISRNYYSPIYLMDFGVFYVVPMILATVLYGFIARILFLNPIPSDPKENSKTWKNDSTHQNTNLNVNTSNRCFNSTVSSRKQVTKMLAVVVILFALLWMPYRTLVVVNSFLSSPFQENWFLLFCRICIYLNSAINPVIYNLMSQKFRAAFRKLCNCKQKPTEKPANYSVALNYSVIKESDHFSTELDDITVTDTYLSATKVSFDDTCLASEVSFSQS
#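 TRHR-expressing cells loaded with fluo-8 calcium dye were read kinetically (ex 480/em 530) during compound addition, then stimulated with an EC20 of TRH (10 nM final). Enhancement of the Gq-mediated intracellular calcium response was scored.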
# TRHR ag: qHTS for Small Molecule Agonists and Allosteric Enhancers of Human TRH Receptor: Primary Screen for Agonists; AID 493084, 2011; 360,000 compounds, 0.18% hits; Thyrotropin-releasing hormone receptor (Homo sapiens), P34981; activation, % at 2 µM; TRHR cells, calcium flux fluo-8, FDSS agonist mode; further: 0% is about no effect
#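 TRHR-expressing cells loaded with fluo-8 calcium dye; 23 nL library compound pin-transferred, kinetic FDSS fluorescence (Ex 480/Em 530) recorded about 180 s for agonist-induced calcium release, before a 10 nM TRH EC20 addition for potentiator mode.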
# D2 agonist: HTS Assay for Allosteric Agonists of the Human D2 Dopamine Receptor: Primary Screen for Agonists. AID 485358, 2010. 340,000 compounds, 0.53% hits. D(2) dopamine receptor (Homo sapiens), P14416. HEK293 T-REx D2 cells, calcium flux agonist mode. activation, % at 2 µM;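 active means activation over 3 SD above normal in the single-dose calcium agonist read, cut at about 30% in these data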; further: 0% is about no effect
#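 HEK293 Trex D2 cells, tetracycline-induced, o/n 30 C 5% CO2; no-wash Ca dye, RT 30–90 min; 10-cycle baseline, 23 nl cpd added, kinetic Ca read 180 s; agonist hits = positive Ca response.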
# D2 PAM: HTS Assay for Positive Allosteric Modulators of the Human D2 Dopamine Receptor: Primary Screen for Potentiators | 340,000 compounds, 0.34% hits | HEK293 T-REx D2, calcium flux, EC20 dopamine potentiation | AID 485347, 2010 | potentiation, % at 10 µM;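 active means potentiation over 3 SD above the plate norm, cut at about 30% in these data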; further: 0% is about no effect
#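 Tetracycline-induced Hek293 Trex D2 cells, force-coupled to calcium, loaded with no-wash calcium dye. Compound added with 180 s kinetic read for agonism, then EC20 dopamine and a further 180 s read for potentiation.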
# D2 antag: HTS Assay for Allosteric Antagonists of the Human D2 Dopamine Receptor: Primary Screen for Antagonists; D(2) dopamine receptor (Homo sapiens), P14416; HEK293 TREx D2 cells, calcium flux, dopamine EC80; inhibition, % at 10 µM; 340,000 compounds, 2% hits; in the data active means inhibition above about 30%; further: 0% is about no effect
#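 HEK293 T-REx D2 cells, tet-induced, calcium dye no-wash. Cpd pintool add, 180 s kinetic, then EC80 DA, 180 s kinetic. Ca flux read.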
# D1 PAM: Potentiators of Human D1 Dopamine Receptor: qHTS. HEK293 TREx D1 cells, calcium flux, dopamine EC20 potentiation. potentiation, % at 10 µM. D(1A) dopamine receptor (Homo sapiens), P21728. AID 504651, 2011. 360,000 compounds, 0.036% hits; in the data active means potentiation above about 30%; further: 0% is about no effect
# Target sequence (P21728 whole entry, looked up): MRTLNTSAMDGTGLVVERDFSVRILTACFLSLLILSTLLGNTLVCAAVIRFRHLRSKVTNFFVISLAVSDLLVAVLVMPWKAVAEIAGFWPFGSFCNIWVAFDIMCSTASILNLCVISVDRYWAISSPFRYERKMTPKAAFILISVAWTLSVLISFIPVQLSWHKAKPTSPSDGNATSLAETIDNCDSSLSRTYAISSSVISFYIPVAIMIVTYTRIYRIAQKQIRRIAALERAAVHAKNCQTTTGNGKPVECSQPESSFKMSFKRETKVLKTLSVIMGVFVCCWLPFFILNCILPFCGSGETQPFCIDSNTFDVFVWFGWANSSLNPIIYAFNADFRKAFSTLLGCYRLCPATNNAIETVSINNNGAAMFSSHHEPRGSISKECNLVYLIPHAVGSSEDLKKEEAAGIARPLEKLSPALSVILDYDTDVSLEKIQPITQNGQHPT
# RXFP1 antagonist: qHTS Assay for Antagonists of the Relaxin Receptor RXFP1 | Relaxin receptor 1 (Homo sapiens), Q9HBX9 | HEK293-RXFP1, relaxin-stimulated cAMP HTRF, 30 min; stronger effect = lower value | activity change, negative = inhibition, % at 57.5 µM | 350,000 compounds, 0.59% hits;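 active means activity change of -60% or lower, but not beyond a set lower limit; inconclusive means change between -60% and -40%, or beyond the set limit; inactive means change above -40%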; further: on the % scale 0 is the no-effect control and ±100 the full control effect
# D1 antagonist: Antagonist of Human D 1 Dopamine Receptor: qHTS; HEK293 TREx D1 cells, calcium flux, dopamine EC80; stronger effect = lower value; activity change, negative = inhibition, % at 10 µM; 360,000 compounds, 3.2% hits; AID 504652, 2011; in the data active means activity change below about -30%; further: on the % scale 0 is the no-effect control and ±100 the full control effect
#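 Tetracycline-induced HEK293 T-REx cells with force-coupled D1 receptor were loaded with a no-wash calcium dye. Compound was added after a 10 s baseline and read kinetically for 180 s; EC80 dopamine was then added and calcium flux followed another 180 s.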
# D1 ag: Allosteric Agonists of the Human D1 Dopamine Receptor: qHTS; D(1A) dopamine receptor (Homo sapiens), P21728; HEK293 T-REx D1 cells, calcium flux, agonist mode; activation, % at 2 µM; 360,000 compounds, 1% hits; further: 0% is about no effect
#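 Agonism was scored from calcium flux recorded over 180 s (1 read/s) after pintool compound addition, following a 10-cycle baseline. Cells were inducible force-coupled HEK293 TREx D1, plated overnight at 30 C and loaded with no-wash calcium dye.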
# * hit, by the source's call; ? = inconclusive; nt = not tested or not shown; & = joins results of further samples. Unless noted, no stated cut-off is given here; in the data, active means activation above about 30%; inactive means the rest.
1	O=C(Nc1ccc(F)cc1)Nc1csc2c1CCCC2
2	COc1cc(CC(=O)OCC(=O)Nc2ccc(Cl)c(S(=O)(=O)N(C)C)c2)cc(OC)c1OC
3	COc1cccc(C(=O)NCC(=O)N2CCN(c3ccc(C(F)(F)F)cn3)CC2)c1
4	NC(=O)CC(NC(=O)Cc1ccc(Cl)cc1)c1ccc(NC2CCCC2)c([N+](=O)[O-])c1 (stereo not drawn)
5	Cc1cc(C)c2c(n1)nn1c(N3CCN(c4ccccc4)CC3)cc(C)nc21
6	N=c1ncn(CC(O)CN2CCOCC2)c2nc(N3CCOCC3)[nH]c12 (stereo not drawn)
7	CCSc1ncnc2c1sc1nc3c(cc12)COC(C)(C)C3
8	O=C(NCCc1ccccc1)c1nc(-c2cccs2)no1
compound no.	1	2	3	4	5	6	7	8
TRHR enhancer	-2	-12	5	3	18	-3	9	-4
TRHR ag	0.5	-0.1	-0.2	-0.2	-1.5	0.4	0.7	-0.6
D2 agonist	0.4	-1.6	-0.2	-0.7	-1.0	-0.4	0.5	-0.7
D2 PAM	-19	-20	1	4	8	-9	10	-6
D2 antag	nt	8	2	2	5	-4	-24	-1
D1 PAM	-6	-11	0	3	-8	-7	4	-2
RXFP1 antagonist	-39	-11	-1	nt	5	-21	-14	6
D1 antagonist	-32*	-1	15	-8	-14	-58*	-3	-36*
D1 ag	19	7	6	3	2	5	3	1

# An excerpt from above, limited to D2 PAM.
entry	mol	D2 PAM
7	CCSc1ncnc2c1sc1nc3c(cc12)COC(C)(C)C3	10
8	O=C(NCCc1ccccc1)c1nc(-c2cccs2)no1	-6

# More compounds follow.
9	Cc1ccc(N2CC(=O)N(NC(=O)CN3CCN(c4ccccc4)CC3)CC2=O)cc1
10	O=C(Nc1ccccc1Cl)NC1(C(=O)N2CCOCC2)CCCCC1
11	CC1CN(Cc2ccccc2Cl)CC(C)O1 (stereo not drawn)
12	Cc1ccccc1-c1nc(CS(=O)(=O)CC(=O)N2CCN(c3ccccc3)CC2)c(C)o1
13	Cc1ccc(C)c(CN2CCCN(Cc3ccc(F)cc3)S2(=O)=O)c1
14	CC(=O)Nc1ccc(NC(=S)NC(=O)C2CC2)cc1
15	CCOC(=O)Cn1c(=O)oc2cc(S(=O)(=O)N3CCC(C(=O)OCC)CC3)ccc21
16	COc1ccc(C2C(C#N)=C(N)Oc3n[nH]c(C)c32)cc1Cn1nnc2ccccc21 (stereo not drawn)
compound no.	9	10	11	12	13	14	15	16
TRHR enhancer	5	-1	-4	4	-1	0	-2	-9
TRHR ag	-0.7	-0.3	0.0	0.5	0.5	0.9	-0.1	-0.7
D2 agonist	1.0	1.7	-0.3	0.4	-0.4	1.7	0.9	0.8
D2 PAM	0	9	10	-3	-4	12	-4	-3
D2 antag	-5	2	20	nt	nt	-6	nt	6
D1 PAM	1	0	-8	-5	0	5	1	-4
RXFP1 antagonist	-12	-8	-2	nt	?	-29	-2	-6
D1 antagonist	-7	2	-8	-20	4	-2	6	6
D1 ag	1	-1	2	3	5	0	0	1

17	O=S(=O)(c1ccc(F)cc1)N1CCN(CC(O)COc2ccccc2F)CC1 (stereo not drawn)
18	Cc1sc2ncnc(Sc3nc4ccccc4s3)c2c1C
19	O=C(NC(=S)Nc1ccc(Cl)cn1)C12CC3CC(CC(C3)C1)C2
20	COc1ccc(Cn2c(C(=O)O)c(CNCc3ccc(C)o3)c3ccc(OC)cc32)cc1
21	CC(C)(C)NC(=O)C(=O)NNC(=O)c1cccc(F)c1
22	CC(C)(C)c1ccc(CN(Cc2ccco2)Cc2nnnn2C2CCCC2)cc1
23	O=S(=O)(Cc1ccc(Cl)cc1)Nc1ccc(Cl)cn1
24	CC1Cn2c(CCc3ccccc3)nnc2S1 (stereo not drawn)
compound no.	17	18	19	20	21	22	23	24
TRHR enhancer	-6	7	-12	0	3	5	-2	5
TRHR ag	0.3	-1.2	0.2	0.2	0.2	-1.2	-0.2	-1.0
D2 agonist	0.3	-0.2	0.7	0.5	-0.6	0.2	1.2	nt
D2 PAM	-2	8	-5	1	3	4	15	nt
D2 antag	14	2	-17	nt	10	-4	-24	nt
D1 PAM	-5	-9	1	0	1	0	0	-2
RXFP1 antagonist	-6	nt	-11	nt	2	nt	-23	-7
D1 antagonist	-16	16	0	7	4	1	-3	-8
D1 ag	7	1	4	0	1	12	-1	3

25	Cc1ccc(CCNC(=O)C2CCN(C(=O)N(C)C)CC2)cc1
26	CCOC(=O)[C@@H]1[C@H]2COc3ccccc3[C@H]2N2C(=O)N(c3ccc(Cl)cc3)C(=O)[C@]12C
27	O=C(Nc1ccccc1C(=O)N1CCCC1)c1cccc(S(=O)(=O)N2CCCCCC2)c1
28	O=C(Nc1nnc(-c2cc(Cl)ccc2Cl)o1)c1ccco1
29	Cn1cnnc1SCc1ccc(C(=O)O)cc1
30	CCc1noc(-c2ccc(N3CCCCC3)c([N+](=O)[O-])c2)n1
31	COc1cccc(CC(=O)OCC(=O)Nc2nnc(-c3ccccc3)o2)c1
32	CCOc1cccc(C(=O)N(Cc2ccc(F)cc2)C2CCS(=O)(=O)C2)c1 (stereo not drawn)
compound no.	25	26	27	28	29	30	31	32
TRHR enhancer	-13	-1	-5	25	-7	1	-8	-2
TRHR ag	0.4	-0.2	-0.6	-0.1	0.2	0.7	0.1	0.0
D2 agonist	-0.3	-0.3	-0.5	-0.3	0.8	0.4	0.0	0.2
D2 PAM	-2	8	12	-2	-4	21	3	10
D2 antag	13	27	9	2	2	nt	3	-3
D1 PAM	-3	6	-2	-8	-2	1	-2	1
RXFP1 antagonist	4	nt	-2	0	5	nt	-7	7
D1 antagonist	1	10	27	-13	-6	-1	3	-10
D1 ag	0	4	1	1	3	7	2	-4

33	CCc1nnc(NC(=O)CSc2nnc(-c3ccc(O)cc3)n2C)s1
34	O=C(NCc1ccccc1)NCC12CC3CC(CC(C3)C1)C2
35	CC(C)N(Cc1cnn(C)c1)C(=O)c1ccc(OC2CCN(Cc3ccccn3)CC2)cc1
36	NCCCS(=O)(=O)O
37	O=C1NC(c2ccc3c(c2)OCO3)Nc2ccccc21 (stereo not drawn)
38	CCCCCn1c(=O)[nH]c2cc(C(=O)Nc3ccc(F)cc3)ccc2c1=O
39	O=C(NCCc1ccccc1)C(=O)NCCC1CCCCN1S(=O)(=O)c1ccccc1 (stereo not drawn)
40	O=C1OC(/C=C/c2ccccc2)=NC/1=C\c1cccnc1
compound no.	33	34	35	36	37	38	39	40
TRHR enhancer	-3	1	-2	0&0	4	-3	-4	4
TRHR ag	-0.6	-0.1	0.3	0.3&0.5	0.0	0.5	0.1	1.1
D2 agonist	-0.5	0.3	0.1	-0.3&-1.0	-0.3	nt	-0.2	1.7
D2 PAM	-12	-4	-2	-3&3	4	-7	1	17
D2 antag	13	13	-1	-5&0	-6	nt	-6	-18
D1 PAM	3	-4	-11	0&-4	-2	0	-11	-3
RXFP1 antagonist	4	13	-31	nt	-2	nt	-5	6
D1 antagonist	2	nt	-10	-9&19	-8	8	2	6
D1 ag	5	1	3	2&-1	2	4	5	4

41	COc1ccc(N2C(=O)c3ccccc3C2O)cc1 (stereo not drawn)
42	O=C(Nc1ccc(NC(=O)c2cc3ccccc3o2)cc1)c1ccco1
43	COc1ccccc1NC(=O)Nc1ccccc1Br
44	CCCN1CCN(C(=O)Cn2ncc3ccccc32)CC1
45	CC(C)COC(=O)c1ccc(N2C(=O)c3ccccc3C2=O)cc1
46	O=C1/C(=C/c2ccc(Cl)cc2)SC(=S)N1CCC(=O)N1CCCCC1CCO (stereo not drawn)
47	O=C(OCc1ccccc1)/C(=C/c1cccc([N+](=O)[O-])c1)NC(=O)c1ccco1
48	COCCN(C(=O)COC(=O)Cc1ccc(Cl)cc1Cl)c1c(N)n(Cc2ccccc2)c(=O)[nH]c1=O
compound no.	41	42	43	44	45	46	47	48
TRHR enhancer	-1	-3	-7	8	-4	10	-16	11
TRHR ag	0.2	-0.3	-0.2	0.7	-0.3	0.1	-0.1	-0.4
D2 agonist	-0.1	-0.6	1.5	0.3	0.8	0.2	-1.4	0.1
D2 PAM	-3	13	1	-12	nt	8	2	0
D2 antag	6	-21	7	-7	3	31*	-6	-2
D1 PAM	13	-9	1	2	-5	10	-4	1
RXFP1 antagonist	-3	-12	-8	nt	?	-23	4	-2
D1 antagonist	-4	-15	-17	3	-14	17	0	-1
D1 ag	1	2	1	1	4	0	2	1

# Reformatted: results already given.
(44) CCCN1CCN(C(=O)Cn2ncc3ccccc32)CC1
  TRHR enhancer: 8	TRHR ag: 0.7	D2 agonist: 0.3	D2 PAM: -12	D2 antag: -7	D1 PAM: 2	RXFP1 antagonist: nt	D1 antagonist: 3	D1 ag: 1

(45) CC(C)COC(=O)c1ccc(N2C(=O)c3ccccc3C2=O)cc1
  TRHR enhancer: -4	TRHR ag: -0.3	D2 agonist: 0.8	D2 PAM: nt	D2 antag: 3	D1 PAM: -5	RXFP1 antagonist: ?	D1 antagonist: -14	D1 ag: 4

# (listing goes on)
49	COc1cc(NC(=O)CCNC(=O)Cn2ccc3ccccc3c2=O)cc(OC)c1OC
50	O=C(c1ccco1)c1n[nH]nc1-c1ccccc1
51	COc1cc(C2C(=O)N(C3CCCCCC3)CC(=O)N2CCc2ccccc2)ccc1OC(C)C (stereo not drawn)
52	CC1C(=O)NN=C1C(=O)N/N=C/c1cccs1 (stereo not drawn)
53	CCOc1ccc(N2CC(NC(=O)c3ccc(S(=O)(=O)N4CCCCC4)cc3)CC2=O)cc1 (stereo not drawn)
compound no.	49	50	51	52	53
TRHR enhancer	-2&-11	2	-3	1	5
TRHR ag	0.3&0.0	0.6	-1.1	-0.4	-0.3
D2 agonist	0.6&0.6	0.1	0.2	-0.4	0.3
D2 PAM	-9&12	-8	4	0	20
D2 antag	-1	-3	nt	-2	nt
D1 PAM	-2&0	-5	-1	8	3
RXFP1 antagonist	-6&-14	20	7	-2	-4
D1 antagonist	1&0	-8	1	-4	nt
D1 ag	2&0	1	-3	2	0

# D1 antagonist, what is marked active above
no.	Structure	TRHR enhancer	TRHR ag	D2 PAM	D2 antag	D1 PAM	RXFP1 antagonist	D1 antagonist	D1 ag
1	O=C(Nc1ccc(F)cc1)Nc1csc2c1CCCC2	-2	0.5	-19	nt	-6	-39	-32*	19
6	N=c1ncn(CC(O)CN2CCOCC2)c2nc(N3CCOCC3)[nH]c12 (stereo not drawn)	-3	0.4	-9	-4	-7	-21	-58*	5
8	O=C(NCCc1ccccc1)c1nc(-c2cccs2)no1	-4	-0.6	-6	-1	-2	6	-36*	1
